VEEV TC-83 Vero: inhibitors of VEEV TC-83 cytopathic effect, confirmation, Vero cells (AID 588727). Vero cells, VEEV TC-83 cytopathic effect inhibition; higher % means a stronger effect. inhibition, % at 20 µM; hits with a dose series show IC50 in µM. hit rate 0.13% among 350,000; in the data active = a potency from the dose series; inconclusive = inhibition mostly from about 14% at the one dose, without a potency; inactive = the rest, 99 in 100 with inhibition below about 12%; also: strong numbers were not always called active
influenza NS1A: H1N1 influenza NS1A inhibitors, functional cell based assay (AID 504329) | NS1A functional cell-based assay, percent inhibition; higher % means a stronger effect | hit rate 0.3% among 340,000 | one-dose inhibition, % at 12.5 µM; IC50 in µM for titrated hits; in the data active = a potency from the dose series; inconclusive = inhibition above about 27% without an active follow-up result; also: strong numbers were not always called active
H37Rv inhibition: M. tuberculosis growth inhibition, HTS (AID 449762); M. tuberculosis H37Rv growth inhibition, 7H9 media; higher % means a stronger effect; one-dose inhibition, % at 25 µM; IC50 in µM for titrated hits; hit rate 0.59% among 330,000; in the data active = a potency from the dose series; inconclusive = inhibition above about 70% without an active follow-up result;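 also: bacterial growth assessed after seven days of incubation; strong numbers were not always called active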
Salmonella PhoP GFP: PhoP regulon inhibitors, Salmonella typhi PhoP promoter GFP reporter, confirmatory (AID 1850) | inhibition, % at 50 µM, or IC50 in µM where a hit was titrated | hit rate 0.33% among 310,000 | Salmonella Typhi PhoP-promoter GFP reporter, fluorescence, 4 h; higher % means a stronger effect; in the data active = a potency from the dose series; inconclusive = inhibition mostly from about 25% at the one dose, without a potency; inactive = the rest, 99 in 100 with inhibition below about 19%;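 also: 0% = induced wells with vehicle and 100% = uninduced wells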
tuberculosis growth: growth inhibition of non-replicating M. tuberculosis (AID 488890); Mycobacterium tuberculosis non-replicating, growth inhibition; higher % means a stronger effect; one-dose inhibition, % at 25 µM; IC50 in µM for titrated hits; hit rate 0.39% among 320,000; in the data active = a potency from the dose series; inconclusive = inhibition mostly from about 82% at the one dose, without a potency; inactive = the rest, 99 in 100 with inhibition below about 76%;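 also: plate controls were DMSO cells for no effect and high antibiotic wells for full effect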
VEEV TC-83 Vero 10K pilot screen: second read-out of VEEV TC-83 Vero, no call of its own (marks repeat the call); inhibition, %; measured here: 10K pilot screen inhibition
Starred values were filed as active, the others as inactive; i = inactive; ? = inconclusive; . = not tested or not shown.

SMILES | VEEV TC-83 Vero | influenza NS1A | H37Rv inhibition | Salmonella PhoP GFP | tuberculosis growth | others
CCC(Oc1cccc(C)c1)C(=O)Nc1ccccc1C(=O)N1CCOCC1 (configuration not stated) | 1.2% | -4% | 3% | -4% | -8%
Cc1ccsc1C(=O)NNC(=O)C1C2C=CC(C2)C1C(=O)O (configuration not stated) | 0.7% | -11% | -4% | -8% | 1%
Cc1nc(SC(C(=O)c2ccccc2)c2ccccc2)n[nH]1 (configuration not stated) | 1.9% | -2% | 5% | -1% | -2%
CC(=O)c1ccc(N(C)C)c2c(N(C)C)cccc12 | 2.9% | -6% | 0% | -10% | -7%
Cc1nc(SCC(=O)c2ccc(Cl)cc2)c([N+](=O)[O-])[nH]1 | 1.0% | -10% | 0% | 7% | ?
Cc1cc(=O)oc2cc(OCC(=O)N3CCCC3)ccc12 | 0.3% | 2% | -5% | . | -11%
CCOC(=O)C1CCCN(C(=O)c2ccc3c(=O)n(CCOC)c(=S)[nH]c3c2)C1 (configuration not stated) | i | -1% | -2% | -12% | 49%
O=S(=O)(c1ccccc1)c1ncc(C(F)(F)F)cc1Cl | ? | 0% | . | . | .
O=C(NCCCN1CCOCC1)c1ccc2c(c1)N(Cc1ccccc1)C(=O)c1ccccc1S2 | i | 7% | 8% | 4% | 13%
O=C(/C=C/c1cccc(Br)c1)OCC(=O)N1CCN(c2ccccc2)CC1 | 1.2% | -10% | 1% | . | 30%
C=CCn1c(SCc2ccc(F)cc2)nnc1-c1sc2nc(C)cc(C)c2c1N | i | . | -4% | 7% | 3%
CC[C@H](CO)Oc1cc(NCc2ccc(Cl)c(Cl)c2)c2ncn(C(C)C)c2c1 | 4.3% | 3% | 12% | . | 18% | VEEV TC-83 Vero 10K pilot screen=3.5
Cc1nn(C(C)C(=O)NNC(=S)Nc2ccc(Cl)cc2)c(C)c1[N+](=O)[O-] (configuration not stated) | i | -7% | -1% | 0% | 4%
Cc1ccc(CSc2nc(-c3ccccc3)c(C#N)c(=O)[nH]2)cc1 | 1.1% | -18% | -9% | 2% | 21%
O=C(c1ccc(CNS(=O)(=O)c2ccc(Br)cc2)cc1)N1CCC2(CC1)OCCO2 | i | -8% | -4% | 7% | 31%
O=C(CNC(=O)Cc1ccccc1)NCC(=O)N1CCCCC1 | i | -7% | -11% | 1% | -11%
CN(Cc1ccco1)C(=O)CSc1nn2c(=O)c(C(C)(C)C)nnc2s1 | 1.5% | -4% | -7% | . | 9%
NS(=O)(=O)c1ccc2nc(-c3ccccc3)c(-c3ccccc3)nc2c1 | 1.7% | 8% | 4% | 6% | -34%
Cc1oc2cc(O)ccc2c(=O)c1Oc1ccc(F)cc1 | 1.1% | -1% | -4% | 0% | -4%
O=C(Cn1cnc2scc(-c3ccc(Br)cc3)c2c1=O)N1CCOCC1 | i | -14% | 2% | -7% | 11% | VEEV TC-83 Vero 10K pilot screen=0.1

An excerpt from above in order of length of the SMILES, largest number first.
SMILES | VEEV TC-83 Vero | influenza NS1A | H37Rv inhibition | Salmonella PhoP GFP | tuberculosis growth | others
CCOC(=O)C1CCCN(C(=O)c2ccc3c(=O)n(CCOC)c(=S)[nH]c3c2)C1 (configuration not stated) | i | -1% | -2% | -12% | 49%
O=C(/C=C/c1cccc(Br)c1)OCC(=O)N1CCN(c2ccccc2)CC1 | 1.2% | -10% | 1% | . | 30%
Cc1nc(SCC(=O)c2ccc(Cl)cc2)c([N+](=O)[O-])[nH]1 | 1.0% | -10% | 0% | 7% | ?

(next part)
SMILES | VEEV TC-83 Vero | influenza NS1A | H37Rv inhibition | Salmonella PhoP GFP | tuberculosis growth | others
O=C(NC(=O)c1ccccc1F)Nc1nc(-c2cccs2)cc(C(F)(F)F)n1 | 9.1% | 2% | -7% | -9% | 8%
Nn1c(SCc2ccccc2F)nnc1-c1ccccn1 | i | . | 2% | -7% | 59%
O=c1c(-c2ccnn2-c2cccc(Cl)c2)cnc2n1CCS2 | 0.3% | -7% | -1% | 1% | 4%
Cn1c(=O)n(C)c2cc(NC(=O)CCc3ccccc3)c(Br)cc21 | 0.2% | 0% | 3% | -3% | 2%
CCCN1C(=O)c2ccccc2NC1c1ccc(OC)cc1O (configuration not stated) | 24µM* | -4% | -3% | -3% | 0%
O=C(NCc1ccco1)c1ccc(Cl)s1 | 0.3% | -3% | 15% | 4% | 72%
COc1cccc(NC(=O)c2ccccc2OCc2c(C)noc2C)c1 | 7.8% | -2% | . | . | .
CC(C)(C)c1cnnn1-c1ccc(NC(=O)c2ccc(Br)o2)cc1 | i | 0% | -4% | -3% | 26%
Cc1[nH]c(=O)[nH]c(=O)c1S(=O)(=O)N1CCCC(C(=O)N2CCC(Cc3ccccc3)CC2)C1 (configuration not stated) | 1.1% | 1% | -7% | 3% | 26% | VEEV TC-83 Vero 10K pilot screen=0.9
CC(C)n1c(C(=O)OCC(=O)NCc2ccc3c(c2)OCO3)cc2occc21 | i | -1% | -3% | -3% | -12%
O=C(O)C1=CCNCC1 | 2.7% | -4% | 1% | -8% | -1%
COc1ccc(C(=O)Nc2ccccc2C(=O)Nc2cc(C)ccn2)cc1 | 0.6% | -7% | 10% | -1% | 32%
COc1ccc(NS(=O)(=O)c2cccc(C(=O)NNC(=O)c3ccccc3OC)c2)cc1 | 8.3% | -6% | 3% | -3% | 12%
Cc1nn(Cc2ccccc2)c(C)c1C(=O)N1CCN(CC(=O)Nc2ccccc2Cl)CC1 | 9.1% | -10% | 6% | . | 5%
CCOc1cccc2sc(=NC(=O)c3ccco3)n(CC(=O)OC)c12 | ? | -9% | 3% | 10% | 3%
O=C(Nc1ccccc1)NC1(C(=O)NCc2cccs2)CCCCC1 | 0.2% | 2% | -7% | -1% | -23%
CC(=O)N1N=C(c2ccc(Br)cc2)OC12CCCC2 | 0.6% | 0% | 3% | -15% | 9%
CCOC(=O)N1CCC(NC(=O)c2cc(S(=O)(=O)N3CCOCC3)ccc2F)CC1 | i | 3% | -11% | -6% | 0%
O=C(Nc1ccccc1N1CCN(c2ccccc2)CC1)C12CC3CC(CC(C3)C1)C2 | 5.0% | -9% | -8% | -6% | 3%
CSCCC1NC2(C(=O)Nc3c(Cl)cccc32)[C@@H]2C(=O)N(C3CCCC3)C(=O)[C@H]12 (some centres not stated) | 0.6% | 6% | 4% | 0% | 11%

Looked up one by one from above:
SMILES | VEEV TC-83 Vero | influenza NS1A | H37Rv inhibition | Salmonella PhoP GFP | tuberculosis growth | others
Cc1[nH]c(=O)[nH]c(=O)c1S(=O)(=O)N1CCCC(C(=O)N2CCC(Cc3ccccc3)CC2)C1 (configuration not stated) | 1.1% | 1% | -7% | 3% | 26% | VEEV TC-83 Vero 10K pilot screen=0.9
CC(C)n1c(C(=O)OCC(=O)NCc2ccc3c(c2)OCO3)cc2occc21 | i | -1% | -3% | -3% | -12%
COc1ccc(NS(=O)(=O)c2cccc(C(=O)NNC(=O)c3ccccc3OC)c2)cc1 | 8.3% | -6% | 3% | -3% | 12%

Next results.
SMILES | VEEV TC-83 Vero | influenza NS1A | H37Rv inhibition | Salmonella PhoP GFP | tuberculosis growth | others
Cc1c(Cl)cccc1NC(=O)CSc1nncn1-c1ccccn1 | 1.9% | -3% | 5% | 2% | -15%
O=S(=O)(c1ccc(OCC(O)CN2CCN(c3ccccc3)CC2)cc1)N1CCOCC1 (configuration not stated) | 0.3% | 1% | 2% | 15% | 9%
CCOC(=O)c1ccc(NC(=O)CN2CCN(C(=O)C3CCCO3)CC2)cc1 (configuration not stated) | i | -6% | -20% | -1% | -8%
Cc1cc(NC(=O)c2cc(C(C)C)on2)nn1Cc1ccc(Cl)cc1 | 4.4% | -1% | -7% | . | 38%
Cc1c(C(=O)NN2CCOCC2)cccc1[N+](=O)[O-] | 0.2% | 1% | -3% | -4% | -7%
CCc1c2ccccc2nn1-c1ccccc1C(=O)C(C)=O | i | -3% | 2% | 1% | 14%
Cc1ccc(-c2c(C)n([O-])c3c([n+]2=O)CCCC3)o1 | 1.2% | -6% | 4% | 40% | -14%
Cc1ccc(C2(c3ccc(C)cc3)CC2C(=O)NC(C)C)cc1 (configuration not stated) | 1.8% | 18% | 7% | 1% | 18%
Cc1ccc(C(=O)Nc2ccsc2C(=O)O)cc1 | 1.9% | -1% | 2% | 0% | 33%
CC(C)(C)NC(=S)N1CCC(C(=O)c2ccc(Cl)cc2)CC1 | 0.6% | -1% | -3% | -2% | 15%
COc1ccc(C(=O)NNC(=S)NC(=O)c2ccco2)cc1 | 3.2% | 2% | ? | 5% | ?
O=C(Nc1ccc(CN2CCOCC2)cc1)c1ccc(Cl)cc1 | 0.7% | 21% | -3% | -7% | 12%
CN(C(=O)CSc1nnc(-c2cccs2)o1)C1CCS(=O)(=O)C1 (configuration not stated) | 0.0% | -7% | 4% | -3% | 6%
CCCc1ccc2oc(C(=O)N(C)CCn3ccnc3C)c(C)c2c1 | i | -14% | 5% | -3% | 13%
NC(=O)C1CCN(C(=O)CCC(=O)N2CCOc3ccc(Cl)cc32)CC1 | 0.4% | 1% | -5% | -1% | -18%
CC(C)c1ccc(CNc2ccc3c(c2)ncn3C)cc1 | i | -29% | 6% | 4% | 36%
COc1cc(C(CC(=O)N2CCCC2)c2c(OC)cc(OC)c3c(-c4ccccc4)cc(=O)oc23)cc(OC)c1OC (configuration not stated) | 1.2% | -10% | 1% | -8% | 31%
COc1cccc(NC(=O)Cn2c3ccc(F)cc3c3nc4n(c(=O)c32)CCCS4)c1 | 11% | -11% | 11% | -2% | 8%
COc1ccccc1CNC(=O)Cc1ccc(C)cc1 | 0.3% | -8% | 3% | -4% | 24%
O=C(CN1C(=O)c2ccccc2C1=O)OCC(=O)N1CCCCC1 | 0.5% | 6% | 1% | . | -9%
COc1ccc(C(C(=O)NC2CCCCC2)N(C(=O)c2cccs2)c2ccc3c(c2)OCO3)cc1 (configuration not stated) | 0.4% | -3% | -2% | 1% | -5%
CCOC(=O)N1CCN(Cc2nc(-c3ccc(Cl)cc3)no2)CC1 | i | -11% | 7% | -3% | 38%
O=C(Nc1cc(S(=O)(=O)Nc2ccc(Cl)cc2)ccc1N1CCCCC1)c1ccc(F)cc1Cl | 6.6% | -41% | 14% | -10% | 31%
N=c1c(C(=O)NCc2ccco2)cc2c(=O)n3ccccc3nc2n1CCc1ccccc1 | 9.0% | 0% | 27% | 11% | 36%
Fc1ccc(OCc2nc(-c3cccs3)no2)cc1 | 0.9% | -9% | 6% | 2% | 69%
O=C1C=CC(=O)N1c1ccc(I)cc1Cl | . | . | -2% | 0% | -3%
Cc1cc(O)cc(=O)n1CCc1ccccc1 | 0.9% | -2% | -1% | -6% | 6%
O=C(O)c1cc2ccccc2cn1 | 0.4% | 8% | . | . | .
CCn1c(=O)n(CC)c2cc(S(=O)(=O)N3CCC(c4ccccc4)CC3)ccc21 | 0.5% | 2% | -3% | -6% | 16%
CC(O)C1CCC2C3CCC4CC(O)CCC4(C)C3C(=O)CC12C (configuration not stated) | 1.0% | 0% | . | . | .
CC1(C)OC(=O)C(=Cc2ccc(-c3ccc(S(N)(=O)=O)cc3)o2)C(=O)O1 | 2.1% | -5% | -1% | 8% | 1%
CC(Sc1nnc(Cc2cccs2)n1C)C(=O)Nc1ccc(C(N)=O)cc1 (configuration not stated) | i | -2% | . | . | .
CN(c1ccccn1)c1ncnc2[nH]ncc12 | 0.3% | -4% | 6% | 7% | 0%
CN(c1ccccc1C(=O)Nc1ccc(S(=O)(=O)N2CCOCC2)cc1)S(C)(=O)=O | i | -9% | 1% | -8% | -3%
CC(C)c1ccc(NC(=O)COc2nncc3ccccc23)cc1 | i | -14% | 3% | -10% | -9%
O=C(CC1S/C(=N/N=C/c2c[nH]c3ccccc23)NC1=O)Nc1ccccc1 (configuration not stated) | 1.2% | 3% | 1% | -9% | 3%
COc1ccccc1N(C)C(=O)c1cc(S(=O)(=O)N2CCCC2)cn1C | i | 6% | -7% | -5% | 1%
CN(C)/N=C/c1ccc([N+](=O)[O-])cc1[N+](=O)[O-] | 0.4% | 0% | 3% | -15% | 35%
O=C(c1ccc(CS(=O)c2ccccc2Cl)o1)N1CCCCCC1 (configuration not stated) | i | 1% | -4% | -3% | 17%
COc1ccc(OCC(=O)Nc2cccc(-c3nc4ccccc4[nH]3)c2)cc1 | i | 3% | ? | 4% | 44%
CC(C)c1ccc(N(CC(=O)NCc2cccnc2)S(=O)(=O)c2ccccc2)cc1 | 3.9% | -5% | -3% | 10% | 10%
Cc1ccc(S(=O)(=O)N2CCN(C(=O)COC(=O)c3c(C)noc3C)CC2)c(C)c1 | 0.7% | 5% | -2% | -11% | -2%
O=C(CCN1C(=O)C2CC=CCC2C1=O)Nc1cccc(S(=O)(=O)N2CCCCC2)c1 (configuration not stated) | i | -19% | -5% | . | 17%

Compound activity: PubChem BioAssay, Southern Research Specialized Biocontainment Screening Center

Compounds were not picked by outcome; 1.4% or so of the library scored in one or more.
